Bioassay records (PubChem BioAssay)
HEK293 cAMP cs = raises cAMP in parental HEK293 cells, TSHR agonist counter-screen; parental HEK293 CNG cAMP sensor, membrane potential fluorescence; Potency, µM (top dose mostly 57.1 µM), for inactives: top-dose activation, actives largely listed as activators; hit rate 2.5% among 73,000; note: potency is the fitted concentration of half-maximal effect; % of control where 0% means no effect; nearly all actives have a fitted effect of over 55% in size
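Parental HEK 293 cells stably expressing a cAMP-gated CNG channel were loaded with membrane potential dye containing 100 uM RO 20-1724 for 60 min. Compound added for 30 min; depolarization read as fluorescence intensity at 590 nm.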
BRCT inh green = blocks human BRCA1 BRCT binding to phosphopeptide, green readout; BRCA1 BRCT-phosphopeptide binding, green fluorescence polarization; AID 875; P38398; Potency, µM (doses to about 76.9 µM), for inactives: top-dose activity change, negative = inhibition, most hits filed as inhibitors; hit rate 0.05% among 75,000;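 note: potency is the fitted concentration of half-maximal effect; plate controls were peptide without protein for full effect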
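Compounds were incubated for 12 min at room temperature with a complex of 100 nM fluorescein-tagged pBACH1 decapeptide and 250 nM His-tagged BRCT protein. Buffer was phosphate pH 7.3 with EDTA, DTT and Tween 20. Disruption of binding lowers the polarization signal.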
Tau fil binding = tau filament binding; P10636; Potency, µM (highest dose often 57.1 µM), without a hit: at the top dose activity change, negative = inhibition; AID 596; hit rate 2% among 71,000; recombinant tau filaments, thioflavin S fluorescence, 15 h; filaments grown with octadecylsulfate alongside compound;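 note: potency is the fitted concentration of half-maximal effect; % is set by controls: 0 for no effect and ±100 for the full control effect; actives lower thioflavin S fluorescence by blocking filaments or displacing dye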
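ThS-based fibril read: tau 1 uM final, inducer ODS 30 uM final, 37 C for 15 h, ex 450/em 510 nm.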
Rhodamine fluor = compound fluoresces in the rhodamine spectral region; Rhodamine-region fluorescence, 547/598 nm, Tris buffer; stronger effect = higher value; max dye-equivalent concentration, M; hit rate 0.05% among 59,000; in the data active = max dye-equivalent concentration above about 11 nM; inconclusive = between about 1.1 nM and that limit
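Intrinsic compound fluorescence, ex 547 / em 598 nm, CCD imager. Tris 100 mM pH 8.0; 15 min RT. Output = rhodamine dye-equivalent concentration at each compound concentration.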
Pol III holo inh = blocks replication by bacterial DNA polymerase III holoenzyme | AID 603 | hit rate 0.25% among 71,000 | reconstituted DNA polymerase III holoenzyme replication, biochemical | Potency, µM (top dose mostly 57.1 µM), without a hit: at the highest dose activity change, negative = inhibition; note: potency is the fitted concentration of half-maximal effect; % is set by controls: 0 for no effect and ±100 for the full control effect
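Reconstituted *E. coli* holoenzyme (0.35 nM Pol III, 1 nM beta, 154 nM SSB, 2 nM primase) was preincubated with compound for 15 min at RT. Synthesis on 1.4 nM ssM13Gori ran 35 min, then was stopped with PicoGreen/EDTA and read as dsDNA fluorescence.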
Caspase-1 inhib = allosteric or competitive inhibitors of human caspase-1 | Potency, µM (doses to about 57.5 µM), for the others: top-dose activity change, negative = inhibition, most hits filed as inhibitors | hit rate 0.03% among 75,000 | Caspase-1 enzyme, Ac-WEHD-AFC fluorogenic rate | P29466;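 note: potency is the fitted concentration of half-maximal effect; plate controls were vehicle for no effect and no substrate for full effect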
USP2a inh = USP2a (human) protease inhibition; O75604; USP2a enzymatic assay, qHTS inhibition; Potency, µM (titrated, usually from 38.3 µM), for the others: at the highest dose activity change, negative = inhibition, usual class: inhibitors; hit rate 0.1% among 60,000;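 note: potency is the fitted concentration of half-maximal effect; nearly all actives have a fitted effect of over 60% in size; plate controls were DMSO for no effect and NEM full inhibition control for full effect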
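USP2 core (20nM final) preincubated 30 min RT with compound, then Ub-PLA2 20nM and NBD C6-HPC 20uM final added; buffer 20mM Tris-HCl pH 8.0, 2mM CaCl2. Fluorescence Ex 460/Em 535 read at 0 and 2.5 h; normalized to NEM.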
HADH2 inh = inhibitors of human HADH2 dehydrogenase; Q99714; recombinant HADH2, NADH fluorescence, beta-hydroxybutyryl-CoA; Potency, µM (series often up to 57.1 µM), for the others: at the highest dose activity change, negative = inhibition, hits mostly inhibitors; hit rate 3.4% among 73,000; AID 886; note: potency is the fitted concentration of half-maximal effect; % is set by controls: 0 for no effect and ±100 for the full control effect; nearly all actives have a fitted effect of over 60% in size; many of its hits are not listed in these tables
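His-tagged recombinant enzyme from E. coli, 20 nM, preincubated 15 min RT with compound; reaction started with 1 mM NAD+ and 90 uM beta-hydroxybutyryl-CoA in 100 mM Tris-HCl pH 9.0. NADH fluorescence (ex 360/em 450) read over 4 min; last-minus-first difference.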
Caspase-7 inhib = caspase-7 (human) inhibition, allosteric or competitive. P55210. hit rate 0.02% among 75,000. recombinant caspase-7, Ac-DEVD-AFC fluorescence rate. Potency, µM (top dose mostly 57.5 µM), for the others: at the highest dose activity change, negative = inhibition, actives largely listed as inhibitors. AID 889; active = well fitted inhibition curve with a large enough effect in the main read-out, with a control signal flat, not every such curve was filed as active; inconclusive = small, poorly fitted or top-dose-only effect, or a change in a side signal; note: potency is the fitted concentration of half-maximal effect; % of control where 0% means no effect
BRCT PPI red = inhibitors of human BRCA1 BRCT-phosphoprotein interaction (red fluorophore); P38398; Potency, µM (top dose mostly 76.9 µM), inactives show at the top dose activity change, negative = inhibition, actives largely listed as inhibitors; AID 892; hit rate 0.03% among 75,000; BRCT-phosphopeptide binding, red fluorescence polarization; note: % is set by controls: 0 for no effect and ±100 for the full control effect
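Fluorescence polarization: 100 nM His-tagged BRCA1 BRCT with 100 nM TAMRA-labelled phospho-BACH1 decapeptide, phosphate buffer pH 7.3 with 150 mM NaCl, DTT, 0.01% Tween 20; 12 min RT. Binding inhibition seen as FP decrease.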
15-hLO inh = 15-hLO (ALOX15) enzyme inhibition. hit rate 1.4% among 74,000. Potency, µM (top dose mostly 57.1 µM), without a hit: at the highest dose activity change, negative = inhibition, hits mostly inhibitors. purified 15hLO-1, xylenol orange hydroperoxide absorbance. P16050; note: potency is the fitted concentration of half-maximal effect; % is set by controls: 0 for no effect and ±100 for the full control effect; nearly all actives have a fitted effect of over 55% in size
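Compounds were preincubated 15 min at room temperature with 40 nM purified human enzyme (25 mM Hepes pH 7.5, 0.01% Triton X-100); 50 uM arachidonic acid reacted 6 min. Fe-xylenol orange detection, 30 min, absorbance ratio 573/405 nm.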
* = called active by the depositor; i = inactive; ? = inconclusive; / = not tested or not shown; & = joins results of further samples; [ ] = remark or other dose. Unless noted, calls come from the whole dose curve; as a rule, active = well fitted curve in the direction sought with a large enough effect; inconclusive = small, poorly fitted or top-dose-only effect, or another doubt; inactive = no such curve, though single readings can be large; an effect the other way counts as inactive or inconclusive. Some of the compounds tested; the hit share may differ from the screen's.

The line under a structure holds: HEK293 cAMP cs, BRCT inh green, Tau fil binding, Rhodamine fluor, Pol III holo inh, Caspase-1 inhib, USP2a inh, HADH2 inh, Caspase-7 inhib, BRCT PPI red, 15-hLO inh
1. CS(=O)(=O)Nc1ccc(S(=O)(=O)NCCc2ccccc2)cc1
→ -7%, -0.6%, 17%, i, -8%, 0%, 8%, 8%, -2%, -0.1%, 8%
2. CC1CCCCN1CCCNC(=O)c1ccc(-n2c(=O)c(=O)[nH]c3ccccc32)cc1 (stereo not drawn)
→ -4%, -8.2%, /, /, /, -2%, /, -2%, 0%, -3.6%, -2%
3. CCOC(=O)c1nn(-c2ccc3c(c2)OCO3)cc1O
→ 11%, -1.3%, -11%, i, -5%, 1%, -2%, 30%[activator], -1%, 2.1%, ?
4. CCOCCn1c(-c2ccc(OC)cc2)nc2ccccc21
→ 12%, 1.0%, -10%, /, -5%, -12%, /, -14%, -2%, -0.8%, -2%
5. CN(CCNC(=O)c1ccc(N2CCCC2=O)cc1)CCc1ccccc1
→ 12%, -0.1%, 1%, i, -2%, 0%, 12%, 4%, 0%, 0.5%, 0%
6. NC(=O)c1ccc(N2CCCCC2)c(N2C(=O)CCC2=O)c1
→ 7%, 1.1%, -6%, /, -13%, -1%, -3%, 5%, 0%, -0.8%, 6%
7. CCOC(=O)c1oc2cc(O)c(CC)cc2c(=O)c1-c1ccc2c(c1)OCCO2
→ 2%, -1.8%, -4%, /, 7%, -3%, /, ?, -5%, -0.4%, -18%
8. Cc1cc(=O)[nH]c(SCc2nc3ccccc3n2Cc2ccccc2)n1
→ 22%, 0.5%, 2%, i, 2%, -15%, 9%, -4%, -15%, -0.3%, 34%[activator]
9. Cc1onc(-c2c(F)cccc2Cl)c1C(=O)NCC1COc2ccccc2O1 (stereo not drawn)
→ 22%, -2.4%, -13%, /, -1%, -3%, 9%, 3%, 2%, 0.3%, 2%
10. COCCn1c(CN2CCN(c3ccc(OC)cc3)CC2)nc2c1c(=O)n(C)c(=O)n2C
→ 3%, -2.8%, -1%, i, 0%, -3%, 3%, -5%, 1%, 0.5%, 2%
11. Cc1ccc(/C=c2\sc3nc(-c4ccccc4Br)nn3c2=O)o1
→ 9%, 0.4%, -2%, i, -8%, -2%, 1%, 6%, -1%, 1.0%, -2%
12. CCOCCOC(=O)c1cccc(NC(=O)OCC)c1
→ 2%, 1.2%, -14%, /, -9%, 0%, 2%, -5%, 1%, -1.4%, -3%
13. O=C(NC1(C(F)(F)F)NC(=O)N(C2CCCCC2)C1=O)c1cccs1 (stereo not drawn)
→ -13%, -4.6%, -9%, i, -4%, 1%, -10%, 4%, 1%, -0.5%, -26%
14. Cc1ccc2c(c1)C1CCCC3C1N2CC(=O)N3Cc1ccccc1 (stereo not drawn)
→ 5%, -1.5%, 20%, /, -3%, -5%, -2%, -11%, -3%, 0.3%, -5%
15. CCOC(=O)CCC(=O)c1c(C)oc2ccc(OC)cc12
→ ?, 1.0%, 13%, i, 4%, -5%, 8%, -6%, -4%, -2.1%, 10%
16. CCCCc1c(O)nc(SCC(=O)N2CCOCC2)n(-c2ccccc2C)c1=O
→ 11%, -1.5%, -14%, i, -3%, -1%, -7%, 9%, -1%, 0.7%, 4%
17. O=C(c1cccc(N2C(=O)C3CC=CCC3C2=O)c1)N1CCCCCC1 (stereo not drawn)
→ -3%, -0.2%, 3%, i, -11%, 0%, 12%, -2%, -3%, 0.1%, 0%
18. O=C(COC(=O)c1cnccn1)c1ccc(Br)cc1
→ 17%, -2.7%, 5%, /, 1%, 1%, 1%, -6%, 0%, -1.6%, 1%
19. Cc1ccc(S(=O)(=O)Nc2ccc3nc(-c4cccn4C)[nH]c3c2)cc1
→ 4%, 1.1%, -11%, i, -2%, -1%, 28%, 35%[activator], 0%, 0.7%, -26%
20. CC(C)(C)c1nnc2sc(SCCN3C(=O)c4ccccc4C3=O)nn2c1=O
→ 3%, -0.9%, -5%, i, -8%, 2%, -2%, -5%, 1%, 0.1%, 4%

The line under a structure holds: HEK293 cAMP cs, BRCT inh green, Tau fil binding, Rhodamine fluor, Pol III holo inh, Caspase-1 inhib, USP2a inh, HADH2 inh, Caspase-7 inhib, BRCT PPI red, 15-hLO inh
21. Cc1ccc(-c2nc3cccnc3o2)cc1NC(=O)COc1ccc(Cl)cc1C
→ 19%, -4.1%, 272%, /, -6%, -1%, -5%, 4%, 0%, -3.4%, -16%
22. C=CCSc1nnc(NC(=O)CSc2ccccn2)s1
→ ?, -0.8%, 7%, i, -2%, 0%, 2%, -5%, -1%, -1.6%, -4%
23. CC(C)(C)C(=O)Nc1ccccc1C(=O)Nc1cccnc1
→ 21%, -1.0%, 7%, /, -5%, -5%, 8%, -1%, 1%, -1.0%, 2%
24. NC(=O)OCC(COC(N)=O)c1ccccc1
→ 4%&-3%, -1.4%, 26%&2%, i, -7%&10%, 1%, 0%, 7%&7%, -2%, -3.1%, 16%
25. C[C@@H](C(=O)Nc1ccc2ccccc2c1)[C@@H]1C[C@@]1(C)[C@@H](NS(=O)(=O)c1ccc2ccccc2c1)c1ccccc1
→ 5%, -0.5%, 11%, /, -3%, 3%, /, 1%, -1%, 1.6%, /
26. COc1ccc(C(OC(=O)c2ccco2)C(=O)NC2CCCCC2)cc1OC (stereo not drawn)
→ -7%, -2.1%, -3%, i, -5%, 0%, -1%, 5%, -1%, -0.2%, 4%
27. COC(=O)c1ccc(C(=O)OC)c(NC(=O)CN2CCN(c3ccccc3)CC2)c1
→ ?, -2.9%, 0%, i, -7%, -2%, 1%, -27%, 0%, 1.1%, -12%
28. COC(=O)C(C(C)=O)C(=O)C(Cc1ccccc1)NC(=O)OCc1ccccc1 (stereo not drawn)
→ 1%[11.4 µM], 1.0%[15.4 µM], /, /, /, -4%[11.5 µM], /, -8%[11.4 µM], 1%[11.5 µM], -0.2%[15.4 µM], 8%[11.4 µM]
29. Cc1ccc(C)c(N(CC(=O)NC2CCCC2)C(=O)CCCC(=O)Nc2ccccn2)c1
→ ?, -1.0%, 1%, i, 0%, 1%, 4%, 3%, -1%, 0.3%, 1%
30. Cc1ccc(S(=O)(=O)NCC(=O)OC2CCOC2=O)cc1 (stereo not drawn)
→ -10%, -0.8%, -4%, i, -3%, -1%, -4%, ?, 0%, 0.1%, 8%
31. COc1ccc2c(c1)c(=O)oc1cc(OCC(=O)NC3CC3)ccc12
→ 3%, -2.2%, 2%, i, 16µM*, -1%, 8%, 78%[activator], -2%, -1.3%, -2%
32. Cc1ccc(S(=O)(=O)N2CCCC2C(=O)Nc2nc3c(s2)CCCC3)cc1 (stereo not drawn)
→ 9%, 1.0%, -16%, i, -5%, -3%, 29%, 3%, -5%, -0.7%, -25%
33. O=C(O)C[C@H](Cc1ccccc1)C(=O)O
→ 2%[11.4 µM], -1.3%[15.4 µM], -6%[11.4 µM], i, -7%[11.4 µM], -4%[11.5 µM], /, 1%[11.4 µM], 1%[11.5 µM], 1.0%[15.4 µM], 1%[11.4 µM]
34. Cc1ccccc1C(=O)/C=C1\NC(=O)CS1
→ -9%, -0.1%, 9%, i, 0%, -4%, 1%, -12%, 0%, 0.7%, 11%
35. CCc1ccccc1N(CC(=O)O)S(C)(=O)=O
→ 3%, -0.4%, 2%, i, -5%, -2%, 4%, 1%, 0%, -2.0%, 9%
36. COc1cc(C2c3c(-c4ccccc4)n[nH]c3C(=O)N2c2ccccc2)ccc1O (stereo not drawn)
→ ?, 5.4%, 14%, i, -6%, -2%, /, ?, 1%, 1.0%, -20%

As entered above:
#31 @ Caspase-1 inhib = -1%
#18 @ 15-hLO inh = 1%

Some of these compounds in order of their number in Tau fil binding, smallest number first.
cpd | SMILES | BRCT inh green | Tau fil binding | Rhodamine fluor | Pol III holo inh | Caspase-1 inhib | HADH2 inh | Caspase-7 inhib | BRCT PPI red | 15-hLO inh
32 | Cc1ccc(S(=O)(=O)N2CCCC2C(=O)Nc2nc3c(s2)CCCC3)cc1 (stereo not drawn) | 1.0% | -16% | i | -5% | -3% | 3% | -5% | -0.7% | -25%
30 | Cc1ccc(S(=O)(=O)NCC(=O)OC2CCOC2=O)cc1 (stereo not drawn) | -0.8% | -4% | i | -3% | -1% | ? | 0% | 0.1% | 8%
31 | COc1ccc2c(c1)c(=O)oc1cc(OCC(=O)NC3CC3)ccc12 | -2.2% | 2% | i | 16µM* | -1% | 78%[activator] | -2% | -1.3% | -2%
22 | C=CCSc1nnc(NC(=O)CSc2ccccn2)s1 | -0.8% | 7% | i | -2% | 0% | -5% | -1% | -1.6% | -4%
